Rad51 HR inh: blocks human Rad51 in homologous recombination; hRad51 DNA strand exchange, fluorescence dequenching; inhibition, % at 10 µM; 0.085% of 200,000 active; AID 1385;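 active = inhibition above 40% at the single screening dose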;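 also: 0% = DMSO control wells and 100% = blanks with heterologous ssDNA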
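Read-out basis: percent inhibition relative to plate controls and blanks / Assay system: human Rad51 nucleoprotein filaments preassembled on unlabelled ssDNA / Timing: filaments 15 min 37 °C, then compound 30 min / Control set: per-plate controls and blanks / Technique: fluorescence dequenching at 485/520 nm / Compound: 10 µM final, single point / Also added: Fluorescein- and BHQ1-tagged 47-mer duplex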
14-3-3 Bad PPI: disrupts binding of bovine 14-3-3 zeta to phospho-Bad peptide; TR-FRET 14-3-3zeta/Dy647-pBad peptide displacement, 1 h; inhibition, % at 21.7 µM; 0.71% of 220,000 active; AID 781;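 active = inhibition above about 70%, limit read from the data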;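 also: 0% = full 14-3-3 plus peptide FRET controls and 100% = background without 14-3-3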
NCF1 inh: blocks human p47phox regulatory protein of NADPH oxidases. P14598. p47phox/p22phox peptide binding, fluorescence polarization, 2 h. inhibition, % at 24.7 µM. 0.53% of 220,000 active;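 also: 0% = p47phox with labelled peptide and 100% = labelled peptide alone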
Target sequence (P14598 whole entry, looked up): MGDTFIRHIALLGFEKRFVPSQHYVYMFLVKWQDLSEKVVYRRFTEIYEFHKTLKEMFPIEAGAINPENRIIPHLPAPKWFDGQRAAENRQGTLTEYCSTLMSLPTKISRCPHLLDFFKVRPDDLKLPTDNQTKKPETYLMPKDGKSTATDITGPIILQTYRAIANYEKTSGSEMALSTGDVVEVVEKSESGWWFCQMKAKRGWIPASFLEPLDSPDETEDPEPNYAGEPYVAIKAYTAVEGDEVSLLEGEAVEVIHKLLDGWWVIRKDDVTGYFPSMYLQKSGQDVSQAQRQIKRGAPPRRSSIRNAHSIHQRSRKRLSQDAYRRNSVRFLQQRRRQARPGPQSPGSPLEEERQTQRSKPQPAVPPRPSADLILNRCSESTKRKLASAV
KLK5 inh: inhibitors of human kallikrein 5; Q9Y337; recombinant hK5, fluorogenic AMC substrate cleavage; inhibition, % at 5 µM; 0.59% of 210,000 active; AID 873;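 active = inhibition of 40% or more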;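 also: 0% = enzyme controls without compound and 100% = no-enzyme blanks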
eIF4E 4G PPI: blocks eIF4E binding to eIF4G. P63073+Q04637. TR-FRET eIF4E-eIF4GI(517-606) binding, 2 h. inhibition, % at 21.7 µM. 0.37% of 220,000 active. AID 782;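 also: 0% = full FRET control wells and 100% = background wells lacking eIF4GI fragment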
EBV gp42 block: blocks Epstein-Barr virus glycoprotein 42 binding; Q1HVG2; Fluorescence polarization binding assay, mP read-out; inhibition, % (tested at 21.74 µM); 0.42% of 220,000 active; in the data active = inhibition above about 50%
Thrombin inh: thrombin (human) inhibition; inhibition, % at 5 µM; P00734; AID 1046; 0.26% of 220,000 active; alpha-thrombin, Boc-VPR-AMC fluorogenic substrate cleavage;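 active = inhibition at or above 40%; inactive = inhibition below 40%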;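 also: 0% = enzyme with no compound and 100% = wells without enzyme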
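System: Human alpha-thrombin protein | Medium: pH 7.5 Tris (50 mM) with NaCl 150 mM, Tween 20 0.05% | Times: Enzyme reaction carried out at room temperature | Detection: AMC fluorescence, 355/460 nm | Evaluation: Percent inhibition scaled between no-compound controls and no-enzyme blanks | Benchmarks: Enzyme without compound as high, wells lacking enzyme as low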
Furin inh: human furin inhibition | inhibition, % at 30 µM | 0.061% of 220,000 active | purified furin, fluorogenic substrate cleavage | AID 463115; in the data active = inhibition above about 25%; also: inactives centre near -15
Target sequence (P09958 108-714 limits assumed): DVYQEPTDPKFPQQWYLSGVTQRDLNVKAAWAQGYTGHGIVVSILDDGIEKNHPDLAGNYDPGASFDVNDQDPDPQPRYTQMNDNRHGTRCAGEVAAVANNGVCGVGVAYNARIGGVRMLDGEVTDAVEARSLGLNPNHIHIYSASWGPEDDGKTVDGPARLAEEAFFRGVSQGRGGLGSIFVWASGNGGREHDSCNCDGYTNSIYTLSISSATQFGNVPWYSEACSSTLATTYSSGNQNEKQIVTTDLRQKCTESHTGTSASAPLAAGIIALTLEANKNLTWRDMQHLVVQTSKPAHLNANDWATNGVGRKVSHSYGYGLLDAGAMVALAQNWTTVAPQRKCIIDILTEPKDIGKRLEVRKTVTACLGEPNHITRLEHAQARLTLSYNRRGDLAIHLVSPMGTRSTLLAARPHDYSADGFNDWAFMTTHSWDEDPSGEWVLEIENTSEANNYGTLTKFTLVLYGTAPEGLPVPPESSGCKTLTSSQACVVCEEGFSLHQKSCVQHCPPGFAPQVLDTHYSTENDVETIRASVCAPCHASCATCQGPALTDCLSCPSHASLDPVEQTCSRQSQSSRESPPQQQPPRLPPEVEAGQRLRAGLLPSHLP
Cl transport mod: modulators of human KCC2 chloride dependent transport; KCC2 cells, thallium flux FluoZin-2 fluorescence; B-score of Tl+ flux slope (higher = more flux/activation; lower = inhibition) at 10 µM; 2.2% of 190,000 active; AID 1456;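 active = thallium flux slope and its plate-corrected score both differing from the plate sample mean at a set confidence after two filtering rounds, in either direction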;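 also: slope of fluorescence scaled to starting intensity during 10 to 20 s after thallium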
Active calls of the source: *; [ ] = another dose, or the depositor's remark.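 The calls were made as follows, unless noted: active = inhibition above about 30% (limit read from the data); inactive = the rest.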

How did O=C(CN1C(=O)CC(c2ccco2)Sc2ccccc21)Nc1ccccc1F (stereo not drawn) do in these assays?
Rad51 HR inh: -13; 14-3-3 Bad PPI: 4[fluorescence artefact?]; NCF1 inh: -14; KLK5 inh: -7; eIF4E 4G PPI: 6; EBV gp42 block: 0; Thrombin inh: -1; Furin inh: -2; Cl transport mod: -0.86

Results for COc1cccc(C(=O)N(Cc2nc(-c3ccc(C)cc3)no2)C(C)C)c1 ?
Rad51 HR inh: 7; 14-3-3 Bad PPI: 4; NCF1 inh: -12; KLK5 inh: -22; eIF4E 4G PPI: -3; EBV gp42 block: 4; Thrombin inh: -2; Furin inh: -8[20 µM]; Cl transport mod: -0.53

How did Cc1cccc(OCCCC(=O)Nc2ccc(S(N)(=O)=O)cc2)c1 do in these assays?
Rad51 HR inh: 0; 14-3-3 Bad PPI: 12; NCF1 inh: -8; KLK5 inh: 12; eIF4E 4G PPI: -2; EBV gp42 block: -2; Thrombin inh: -5; Furin inh: -10; Cl transport mod: 1.1

How did Cn1c(=O)c2c(nc(N/N=C/c3ccco3)n2C)n(C)c1=O do in these assays?
Rad51 HR inh: 12; 14-3-3 Bad PPI: -8; NCF1 inh: -3; KLK5 inh: 5; eIF4E 4G PPI: 0; EBV gp42 block: 2; Thrombin inh: 11; Furin inh: 12

Results for COc1ccc(Nc2nnc(SCC(=O)c3cc4ccccc4o3)s2)cc1 ?
Rad51 HR inh: -8; 14-3-3 Bad PPI: 1; NCF1 inh: -9; KLK5 inh: 2; eIF4E 4G PPI: -15; EBV gp42 block: -2; Thrombin inh: -6; Furin inh: -15; Cl transport mod: -1.5

What do the screens show for `CC(=O)NC(=O)c1cnn(-c2ccccc2)c1N`?
14-3-3 Bad PPI: -6; NCF1 inh: -12; KLK5 inh: 3; eIF4E 4G PPI: 4; EBV gp42 block: -8; Thrombin inh: -2; Furin inh: -16; Cl transport mod: -0.21

Results for Cn1nc(OCc2ccccc2)ccc1=O ?
Rad51 HR inh: 9; 14-3-3 Bad PPI: -2; NCF1 inh: -21; KLK5 inh: -1; eIF4E 4G PPI: 10; EBV gp42 block: -20; Thrombin inh: 6; Furin inh: -18; Cl transport mod: 0.18

Results for Cc1cccc(Nc2nnc(-c3ccc(N4CCOCC4)c([N+](=O)[O-])c3)c3ccccc23)c1 ?
Rad51 HR inh: -1; 14-3-3 Bad PPI: -4; NCF1 inh: -2; KLK5 inh: -7; eIF4E 4G PPI: -3; EBV gp42 block: 13; Thrombin inh: -8; Furin inh: -10; Cl transport mod: -0.48

What do the screens show for `O=C(N/N=C/c1ccccn1)c1cccc([N+](=O)[O-])c1`?
Rad51 HR inh: -4; 14-3-3 Bad PPI: -8; NCF1 inh: -4; KLK5 inh: 9; eIF4E 4G PPI: -1; EBV gp42 block: -22; Thrombin inh: -4; Furin inh: -20

Results for Cc1ccn2cc(-c3ccc(NC(=O)c4ccco4)cc3)nc2c1 ?
14-3-3 Bad PPI: 0; NCF1 inh: -3; KLK5 inh: 0; eIF4E 4G PPI: -1[fluorescence artefact?]; EBV gp42 block: 13; Thrombin inh: 6; Furin inh: 10; Cl transport mod: -0.76

What do the screens show for `CCN1CCN(C(=O)c2ccc(Cl)c(S(=O)(=O)N3CCCCCC3)c2)CC1`?
Rad51 HR inh: 10; 14-3-3 Bad PPI: -13; NCF1 inh: -6; KLK5 inh: -4; eIF4E 4G PPI: -3; EBV gp42 block: -18; Thrombin inh: -8; Furin inh: -33; Cl transport mod: 0.64

How did COc1ccc(N(CC(=O)NCCC2=CCCCC2)S(C)(=O)=O)cc1OC do in these assays?
Rad51 HR inh: -4; 14-3-3 Bad PPI: -2; NCF1 inh: -13; KLK5 inh: -9; eIF4E 4G PPI: 3; EBV gp42 block: -9; Thrombin inh: -2; Furin inh: -26[20 µM]

Results for CN(C)C=Nc1ccc2nn(-c3ccccc3)nc2c1 ?
Rad51 HR inh: -6; 14-3-3 Bad PPI: 0[fluorescence artefact?]; NCF1 inh: -9; KLK5 inh: -7; eIF4E 4G PPI: -8; EBV gp42 block: -2; Thrombin inh: -1; Furin inh: -38; Cl transport mod: -0.091

Results for CC(C)(C)NCc1cc(Cl)ccc1OCc1cccs1 ?
Rad51 HR inh: -5; 14-3-3 Bad PPI: -7; NCF1 inh: 1; KLK5 inh: -5; eIF4E 4G PPI: 2[fluorescence artefact?]; EBV gp42 block: -6; Thrombin inh: -9; Furin inh: -19; Cl transport mod: 0.5

What do the screens show for `O=C(CCNS(=O)(=O)c1cccc2nsnc12)NCc1ccccc1Cl`?
Rad51 HR inh: 8; 14-3-3 Bad PPI: 6; NCF1 inh: 2; KLK5 inh: -7; eIF4E 4G PPI: -1; EBV gp42 block: 7; Thrombin inh: -16; Furin inh: -15; Cl transport mod: 0.069

Results for COc1cc(S(=O)(=O)N2CCCCCC2)c(OC)cc1Br ?
Rad51 HR inh: 0; 14-3-3 Bad PPI: 7[fluorescence artefact?]; NCF1 inh: 7; KLK5 inh: -8; eIF4E 4G PPI: -1; EBV gp42 block: -2; Thrombin inh: -4; Furin inh: -10; Cl transport mod: -1.1

What do the screens show for `O=c1nc(N/N=C/C=C/c2ccccc2)cn[nH]1`?
Rad51 HR inh: 4; 14-3-3 Bad PPI: -4; NCF1 inh: -12; KLK5 inh: -6; eIF4E 4G PPI: 5; EBV gp42 block: -11; Thrombin inh: 1; Furin inh: -7; Cl transport mod: 2.2

How did CC(C(=O)Nc1ccc(S(=O)(=O)N2CCOCC2)cc1)N1C(=O)C2CC=CCC2C1=O (stereo not drawn) do in these assays?
14-3-3 Bad PPI: 10; NCF1 inh: -10; KLK5 inh: -3; eIF4E 4G PPI: 1; EBV gp42 block: 0; Thrombin inh: -2; Furin inh: -14; Cl transport mod: 0.8

How did CC(NC(=O)c1ccc2nc[nH]c2c1)c1ccccc1 (stereo not drawn) do in these assays?
14-3-3 Bad PPI: -2; NCF1 inh: -1; KLK5 inh: 1; eIF4E 4G PPI: 0; EBV gp42 block: -17; Thrombin inh: 8; Furin inh: -9; Cl transport mod: -0.18

What do the screens show for `O=[n+]1c2c(n([O-])c3ccccc31)CCC2`?
Rad51 HR inh: 9; 14-3-3 Bad PPI: 7; NCF1 inh: -4; KLK5 inh: -2; eIF4E 4G PPI: 0[fluorescence artefact?]; EBV gp42 block: 6; Thrombin inh: -2; Furin inh: -4[20 µM]; Cl transport mod: 0.083

Results for COc1ccc(O)c(C(=O)c2cc(C#N)c(=O)n(Cc3ccccc3)c2)c1 ?
Rad51 HR inh: 4; 14-3-3 Bad PPI: -20; NCF1 inh: -10; KLK5 inh: -11; eIF4E 4G PPI: -2; EBV gp42 block: 0; Thrombin inh: -1; Furin inh: -17; Cl transport mod: -0.097

How did CCOc1ccc(N(C(=O)CNC(=O)c2cccs2)C(C(=O)NCC2CCCO2)c2ccc(OC)c(OC)c2)cc1 (stereo not drawn) do in these assays?
Rad51 HR inh: 12; 14-3-3 Bad PPI: -19; NCF1 inh: 3; KLK5 inh: -8; eIF4E 4G PPI: -1; EBV gp42 block: 6; Thrombin inh: 4; Furin inh: -19; Cl transport mod: -0.14

Results for COc1cc(OC)c(NC(=O)CCCn2c(=O)oc3ccccc32)cc1Cl ?
Rad51 HR inh: 9; 14-3-3 Bad PPI: 3; NCF1 inh: -2; KLK5 inh: -11; eIF4E 4G PPI: 14[fluorescence artefact?]; EBV gp42 block: -12; Thrombin inh: -7; Furin inh: -18; Cl transport mod: -0.68

What do the screens show for `Cc1cc(C)nc(NC(N)=NCCc2c[nH]c3ccccc23)n1`?
Rad51 HR inh: 30; 14-3-3 Bad PPI: -15; NCF1 inh: -11; KLK5 inh: -8; eIF4E 4G PPI: 3; EBV gp42 block: 2; Thrombin inh: 5; Furin inh: -24; Cl transport mod: -1

How did Cc1cc(C)n(CCC(=O)N/N=C/c2ccc(Br)c([N+](=O)[O-])c2)n1 do in these assays?
14-3-3 Bad PPI: 5; NCF1 inh: -4; KLK5 inh: -1; eIF4E 4G PPI: 3; EBV gp42 block: -10; Thrombin inh: -5; Furin inh: -21; Cl transport mod: -0.61

What do the screens show for `O=c1oc2cc(OCc3c(F)cccc3Cl)ccc2cc1-c1ccccn1`?
Rad51 HR inh: -2; 14-3-3 Bad PPI: 3; NCF1 inh: -6; KLK5 inh: -27; eIF4E 4G PPI: -1; EBV gp42 block: -14; Thrombin inh: -28; Furin inh: -19[20 µM]; Cl transport mod: 0.95

How did O=C(O)CNc1ncccc1[N+](=O)[O-] do in these assays?
Rad51 HR inh: 6; 14-3-3 Bad PPI: -4; NCF1 inh: 50*; KLK5 inh: 1; eIF4E 4G PPI: -1; EBV gp42 block: 1; Thrombin inh: -2; Furin inh: -17; Cl transport mod: 1.6

How did COc1ccc2cc(N=Cc3nc(-c4ccc(C)cc4)oc3O)cnc2c1 do in these assays?
Rad51 HR inh: 8; 14-3-3 Bad PPI: 35; NCF1 inh: 5; KLK5 inh: -1; eIF4E 4G PPI: 17; EBV gp42 block: -27; Thrombin inh: -2; Furin inh: -1; Cl transport mod: -0.27

How did CC1Cc2cc(/C(O)=C3\C(=O)C(=O)N(CCN(C)C)C3c3ccccc3F)ccc2O1 (stereo not drawn) do in these assays?
Rad51 HR inh: 1; 14-3-3 Bad PPI: 15; NCF1 inh: -3; KLK5 inh: -21; eIF4E 4G PPI: 7; EBV gp42 block: -17; Thrombin inh: -3; Furin inh: -15[20 µM]; Cl transport mod: -0.049

Results for COc1ccc(CC(=O)NNC(=S)NC(=O)c2cccnc2)cc1 ?
Rad51 HR inh: -4; 14-3-3 Bad PPI: -13; NCF1 inh: -5; KLK5 inh: -25; eIF4E 4G PPI: 3; EBV gp42 block: -21; Thrombin inh: -3; Furin inh: -7; Cl transport mod: 1.5

What do the screens show for `Fc1ccc(-c2c[nH]c(=S)n2Cc2ccccc2)cc1`?
Rad51 HR inh: -4; 14-3-3 Bad PPI: -5; NCF1 inh: -4; KLK5 inh: 0; eIF4E 4G PPI: 5; EBV gp42 block: -19; Thrombin inh: -10; Furin inh: -15; Cl transport mod: 2.5

How did CCOC(=O)N1CCN(S(=O)(=O)c2cc(Br)cnc2N)CC1 do in these assays?
Rad51 HR inh: 0; 14-3-3 Bad PPI: 12; NCF1 inh: -1; KLK5 inh: 8; eIF4E 4G PPI: 1; EBV gp42 block: -15; Thrombin inh: -9; Furin inh: -19[20 µM]; Cl transport mod: -0.85

What do the screens show for `Cc1cc(=O)oc2cc(Oc3ccc(C(N)=O)cc3[N+](=O)[O-])ccc12`?
Rad51 HR inh: 9; 14-3-3 Bad PPI: 3; NCF1 inh: -21; KLK5 inh: -5; eIF4E 4G PPI: 1; EBV gp42 block: -11; Thrombin inh: -3; Furin inh: -15; Cl transport mod: -0.026

Ordered by molecular weight (smallest number first): part of the list above.
How did O=C(O)CNc1ncccc1[N+](=O)[O-] do in these assays?
Rad51 HR inh: 6; 14-3-3 Bad PPI: -4; NCF1 inh: 50*; KLK5 inh: 1; eIF4E 4G PPI: -1; EBV gp42 block: 1; Thrombin inh: -2; Furin inh: -17; Cl transport mod: 1.6

What do the screens show for `Cc1cc(=O)oc2cc(Oc3ccc(C(N)=O)cc3[N+](=O)[O-])ccc12`?
Rad51 HR inh: 9; 14-3-3 Bad PPI: 3; NCF1 inh: -21; KLK5 inh: -5; eIF4E 4G PPI: 1; EBV gp42 block: -11; Thrombin inh: -3; Furin inh: -15; Cl transport mod: -0.026

How did COc1ccc2cc(N=Cc3nc(-c4ccc(C)cc4)oc3O)cnc2c1 do in these assays?
Rad51 HR inh: 8; 14-3-3 Bad PPI: 35; NCF1 inh: 5; KLK5 inh: -1; eIF4E 4G PPI: 17; EBV gp42 block: -27; Thrombin inh: -2; Furin inh: -1; Cl transport mod: -0.27

Assay outcomes as filed in PubChem.
